Screening data deposited in PubChem by several laboratories.
EP2 modulator = EP2 receptor modulators, cAMP readout, primary screen, cell-based, HTRF cAMP, PGE2 stimulation | induction, % at 25 µM | EP2-expressing cells, cAMP HTRF FRET, PGE2 co-stimulation | AID 940, 2007 | 260,000 compounds, 0.83% hits;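 active = compounds whose cAMP rise, as percent of the full-agonist control response, exceeds 60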;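 also: rat C6 glioma line stably carrying human EP2 under a CMV promoter; the protocol text gives 20 µM as final concentration; 100% = response of wells given 1 µM PGE2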
S1P4 antagonist = S1P4 receptor antagonists, primary screen, cell-based | Sphingosine 1-phosphate receptor 4 (Homo sapiens), O95977 | S1P4-expressing cells, antagonist mode, reporter read-out | inhibition, % at 4.98 µM | 220,000 compounds, 0.26% hits | AID 1510, 2009; in the data active = inhibition above about 29%;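 also: 0% = wells stimulated with agonist and 100% = vehicle wells without agonist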
Target sequence (O95977 whole entry, looked up): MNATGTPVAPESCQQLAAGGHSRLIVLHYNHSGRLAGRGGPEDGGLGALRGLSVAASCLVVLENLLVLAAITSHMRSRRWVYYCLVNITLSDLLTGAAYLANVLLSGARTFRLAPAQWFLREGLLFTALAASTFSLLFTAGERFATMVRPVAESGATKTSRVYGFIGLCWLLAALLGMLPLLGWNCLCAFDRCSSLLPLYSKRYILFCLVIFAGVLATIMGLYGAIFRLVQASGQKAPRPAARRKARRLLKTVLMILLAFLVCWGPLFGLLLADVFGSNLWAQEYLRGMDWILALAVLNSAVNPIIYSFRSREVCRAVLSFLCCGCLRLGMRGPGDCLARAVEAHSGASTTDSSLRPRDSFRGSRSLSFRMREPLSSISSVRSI
Ba/F3 V617F tox = reduced viability of JAK2V617F-dependent Ba/F3 cells, primary screen, JAK2V617F inhibitor project, cell-based, Ba/F3 EpoR-JAK2V617F, luminescence. inhibition, % at 5.6 µM. ATP luminescence. 220,000 compounds, 1.1% hits;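 active = inhibition above the campaign mean plus 3 SD over all tested compounds, cut at about 24% in these data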;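 also: cytokine-independent growth of Ba/F3 cells driven by EpoR plus mutant JAK2; 0% = DMSO-treated cells and 100% = JAK inhibitor I control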
BaF3 tox = parental Ba/F3 cell viability inhibition, counter-screen for JAK2V617F inhibitor project, murine pro-B, CellTiter-Glo luminescence | inhibition, % at 5.6 µM | AID 1486, 2009 | CellTiter-Glo ATP luminescence | 220,000 compounds, 1.1% hits;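 active = inhibition above a per-campaign cutoff, the mean inhibition of all tested compounds plus 3 SD, cut at about 27% in these data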;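 also: 0% = DMSO wells and 100% = JAK Inhibitor I control wells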
PERK inh = block of dimerizer-induced PERK translation repression, primary screen, PERK inhibitor project, CHO PERK-DD cells, SEAP luminescence, HTS | Eukaryotic translation initiation factor 2-alpha kinase 3 (Homo sapiens), Q9NZJ5 | inhibition, % at 5.6 µM | 220,000 compounds, 0.17% hits | CHO PERK-DD fusion, SEAP luminescence translation reporter;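 active = inhibition above the mean inhibition of all tested compounds plus 3 SD, set separately per screening campaign, cut at about 2.9% in these data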;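 also: PERK kinase domain activated by AP20187 dimerizer at 100 nM; 0% = DMSO with dimerizer and 100% = rapamycin at 8.4 µM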
Calpain2 inh = inhibitors of pig calpain II, primary screen, biochemical, fluorogenic peptide substrate, 1536-well | purified calpain II, 30 min | inhibition, % at 16 µM | 220,000 compounds, 0.37% hits | AID 1236, 2008;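 active = inhibition above about 50%, limit read from the data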
zfTRPN1 agonist = zebrafish TRPN1 channel agonists, primary screen, cell-based, HEK293, calcium fluorescence. HEK293 zebrafish TRPN1-YFP, Fluo-8 calcium fluorescence; 100% = response to 87 µM carbachol. activation, % at 3 µM. 220,000 compounds, 0.18% hits. transient receptor potential cation channel N1 (TRPN1/NompC), Danio rerio;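 active = activation above its plate's cutoff, the mean activation of test wells on that plate plus 3 SD, cut at about 19% in these data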;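 also: 0% = DMSO alone and 100% = 87 µM carbachol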
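Material: zebrafish TRPN1-YFP in HEK293 cells; Doses: single test compound dose, 3 µM nominal, 0.3% DMSO; Timing: dye loading 1 h at 37 °C, then 30 min room temperature; Technique: intracellular calcium fluorescence with Fluo-8; Benchmarks: high carbachol 87 µM, low DMSO alone.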
TRPML3 agonist = human TRPML3 channel agonists, primary screen, cell-based, HEK293 TRPML3-YFP, Fluo-8 calcium fluorescence, 3 µM; 220,000 compounds, 0.29% hits; 100% = the carbachol control signal; Mucolipin-3 (Homo sapiens), Q8TDD5; activation, % at 3 µM;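 active = activation above its plate's cutoff, the mean activation of the plate's test wells plus 3 SD, cut at about 12% in these data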;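 also: 0% = DMSO only wells and 100% = carbachol wells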
Target sequence (Q8TDD5 whole entry, looked up): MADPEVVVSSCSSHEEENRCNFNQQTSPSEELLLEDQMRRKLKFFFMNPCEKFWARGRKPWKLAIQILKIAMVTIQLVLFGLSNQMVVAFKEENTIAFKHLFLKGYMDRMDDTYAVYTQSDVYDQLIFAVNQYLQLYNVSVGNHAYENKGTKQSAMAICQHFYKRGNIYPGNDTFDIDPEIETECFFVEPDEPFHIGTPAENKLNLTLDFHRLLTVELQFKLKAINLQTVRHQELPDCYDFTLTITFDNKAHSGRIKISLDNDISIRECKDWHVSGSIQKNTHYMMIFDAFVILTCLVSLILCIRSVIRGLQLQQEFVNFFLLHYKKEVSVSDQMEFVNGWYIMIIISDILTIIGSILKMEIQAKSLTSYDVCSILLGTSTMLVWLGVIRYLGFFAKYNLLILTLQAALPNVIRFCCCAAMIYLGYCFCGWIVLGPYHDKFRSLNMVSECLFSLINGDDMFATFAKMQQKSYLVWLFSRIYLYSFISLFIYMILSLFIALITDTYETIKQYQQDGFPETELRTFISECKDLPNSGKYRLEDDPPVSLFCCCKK
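system = HEK293 cells stably carrying human TRPML3-YFP | doses = one concentration, 3 µM nominal, 0.3% DMSO | timing = dye loading 1 h 37 °C then 30 min ambient, 125 s read | detection = Fluo-8 calcium dye fluorescence, ex 470-495, em 515-575 nm | benchmarks = high control carbachol 87 µM, low control DMSO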
S1P4 agonist = S1P4 receptor agonists, primary screen, cell-based | 220,000 compounds, 0.35% hits | S1P4-expressing cell line, agonist reporter assay | Sphingosine 1-phosphate receptor 4 (Homo sapiens), O95977 | activation, % at 4.98 µM; in the data active = activation above about 11%;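 also: 0% = DMSO vehicle and 100% = reference agonist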
Starred values were filed as active, the others as inactive. An unsorted share of the library. Share with any hit: about 3.6%.

# | Molecule | EP2 modulator | S1P4 antagonist | Ba/F3 V617F tox | BaF3 tox | PERK inh | Calpain2 inh | zfTRPN1 agonist | TRPML3 agonist | S1P4 agonist
1 | CC1(C)Cc2ccccc2-c2nc(CN3CCOCC3)[nH]c(=O)c21 | 35 | -2 | 0 | 6 | -0.1 | -17 | 2.2 | 0.2 | -0.5
2 | CCCCNC(=O)CC(C(=O)N1CCc2ccccc21)n1ccnc1 (configuration not stated) | 3 | 3 | -4 | 0 | -1.5 | -1 | -0.8 | 0.6 | 2.4
3 | O=C(CN1C(=O)c2ccc([N+](=O)[O-])cc2C1=O)NCc1ccco1 | -8 | 3 | -2 | -2 | 0.5 | 14 | -1.7 | -0.2 | -1.0
4 | Cc1c(-c2ccccc2)[n+](=O)c(-c2ccco2)c(C)n1[O-] | 25 | -14 | -2 | 0 | 0.8 | -8 | -0.1 | 0.3 | -4.8
5 | CC(C)CNc1c(N)n(CC(C)C)c(=O)[nH]c1=O | 10 | -24 | 1 | 3 | -0.1 | 19 | -1.1 | 0.7 | 1.8
6 | Cc1ccc(-c2nsc(SCC(=O)NCc3ccc4c(c3)OCO4)n2)cc1 | 2 | -5 | -2 | 5 | 0.3 | 9 | -0.4 | -0.2 | -0.6
7 | CCOC(=O)C1=C(CC)Nc2ccccc2N=C1NC(=O)c1ccc(S(=O)(=O)N2CCOCC2)cc1 | 19 | 2 | -3 | 0 | 0.0 | 11 | -0.5 | 0.5 | -1.2
8 | CCSc1nc2c(c(=O)[nH]1)C(c1cccs1)C(C(=O)OC)=C(C)N2 (configuration not stated) | 19 | 3 | -4 | 3 | -0.1 | -31 | -1.3 | -0.6 | 1.3
9 | COc1ccc(C(C#N)N2N=C(c3ccccc3)CC2c2ccccc2)cc1OC (configuration not stated) | 17 | -8 | 3 | 8 | 0.7 | -8 | -0.4 | 0.5 | 3.4
10 | CCOc1ccc(NC(=O)CC2Nc3ccccc3NC2=O)cc1 (configuration not stated) | -48 | -1 | -1 | 0 | 0.5 | -24 | -0.8 | 0.8 | -0.7
11 | COc1cccc(-c2cc(C(F)(F)F)n3nc(C(=O)Nc4c(C)n(C)n(-c5ccccc5)c4=O)cc3n2)c1 | -37 | 5 | -4 | 1 | 1.5 | 16 | -0.6 | 0.4 | 0.6
12 | CCOc1ccc(S(=O)(=O)NCc2ccc(OC)cc2)c2cccnc12 | 30 | 4 | 0 | 3 | -1.0 | 7 | 0.1 | 0.8 | 2.2
13 | CN1CCN(S(=O)(=O)c2cc([N+](=O)[O-])ccc2N2CCCCCC2)CC1 | 21 | -4 | -2 | 3 | -0.2 | 4 | 1.8 | 0.6 | -1.1
14 | Cc1cc(C)cc(NC(=O)N2CCN(Cc3ccc4c(c3)OCO4)CC2)c1 | -44 | -3 | -4 | 3 | -0.8 | 2 | 1.1 | 0.2 | -0.2
15 | C=CCn1c(SCC(=O)c2[nH]c(C)c(C(=O)OCC)c2C)nc2scc(-c3ccccc3)c2c1=O | 3 | -25 | -2 | 2 | 0.4 | -24 | 1.2 | 0.4 | 2.0
16 | COc1ccc(Cn2ccnc2SCC(=O)Nc2cccc(NC(C)=O)c2)cc1 | -15 | 3 | -1 | 4 | 1.5 | -6 | 1.2 | 1.5 | 1.1
17 | C=CCN1C(=O)/C(=C/c2ccc(OC(C)=O)c(OCC)c2[N+](=O)[O-])SC1=S | -56 | -11 | -2 | -2 | 0.8 | 7 | 18 | 12* | 1.4
18 | Cc1cccc(NC(=O)c2cc(NC(=O)CCCC(=O)O)ccc2Cl)n1 | -20 | -1 | 7 | 8 | 0.4 | -15 | 0.4 | 0.7 | 0.7
19 | CCOC(=O)Cc1csc(NC(=O)CCc2ccc(S(=O)(=O)N3CCOCC3)cc2)n1 | -2 | -2 | -2 | 2 | -0.1 | 27 | 4.1 | 0.8 | 1.2
20 | CCCCCCCCC(=O)NNC(=O)c1c(O)c2ccccc2n(CCC)c1=O | 9 | 9 | 1 | 8 | 0.1 | -149 | 0.8 | 1.1 | 0.8

Other structures
# | Molecule | EP2 modulator | S1P4 antagonist | Ba/F3 V617F tox | BaF3 tox | PERK inh | Calpain2 inh | zfTRPN1 agonist | TRPML3 agonist | S1P4 agonist
21 | Cc1ccc(-c2nc3ccccc3c(=O)n2NC(=O)COc2ccccc2)cc1 | 39 | -8 | 0 | 6 | 0.8 | -9 | 1.6 | 0.2 | 2.2
22 | O=C(NC(=Nc1nc2ccccc2o1)NC(=O)c1ccccc1)c1ccccc1 | 29 | 8 | -1 | 0 | -0.3 | -67 | 0.4 | 1.0 | 2.2
23 | Cc1nn(-c2cccc(C(=O)O)c2)c(C)c1Oc1ccccc1O | 15 | 2 | -1 | 4 | 1.6 | 13 | -0.1 | 0.8 | 0.2
24 | O=C(CSc1nc2ccccc2s1)Nn1cnnc1 | 2 | 12 | -4 | -2 | 0.6 | 10 | 0.5 | 1.2 | 0.0
25 | COc1ccc(NC(=O)Cn2c(C(C)C)nc(C)cc2=O)cc1Cl | -16 | -4 | 2 | 4 | 1.3 | -11 | 0.8 | 1.7 | 1.2
26 | Cc1ccc(S(=O)(=O)NCc2ccc(C(=O)NCCCN3CCC(Cc4ccccc4)CC3)cc2)cc1 | -48 | 13 | 3 | 8 | -0.4 | -16 | 6.7 | 2.3 | -0.3
27 | COc1ccc(C(C(=O)NC2CCCCC2)N(C(=O)Cc2c[nH]c3ccccc23)c2ccccc2C)cc1OC (configuration not stated) | -15 | -16 | -4 | 2 | -0.6 | -35 | -0.5 | 0.3 | -2.0
28 | COc1cc(C2=NOC(C(=O)Nc3c(C)n(C)n(-c4ccccc4)c3=O)C2)cc(OC)c1OC (configuration not stated) | 23 | -4 | -1 | -7 | 1.7 | -8 | 1.4 | 0.2 | -0.6
29 | Oc1ccccc1-c1nc2c3ccccc3c3ccccc3c2[nH]1 | 24 | -4 | 1 | -2 | 0.6 | -66 | 2.6 | 0.8 | 0.4
30 | CCC1CCCCN1Cc1nc2ccccc2c(=O)n1CC(C)=O (configuration not stated) | -26 | 1 | 5 | -2 | -0.9 | 26 | -1.3 | -1.1 | -0.1
31 | CCOC(=O)C1=C(N)OC2=C(C(=O)CCC2)C1c1ccc(C)s1 (configuration not stated) | 23 | -13 | 1 | 6 | -0.1 | 2 | 1.6 | 1.0 | -1.8
32 | Cc1ccc(-n2nnnc2SCC(=O)N2c3ccccc3NC(=O)C2(C)C)cc1 | 7 | -15 | -2 | 0 | -1.1 | 42 | -0.6 | -1.0 | -4.7
33 | COC(=O)[C@@]1(Cc2ccccc2)[C@H]2c3cc(C(=O)N4CCCC4)n(Cc4ccsc4Br)c3C[C@H]2CN1C(=O)c1ccccc1 | 25 | 1 | -4 | 1 | -1.0 | -101 | 2.3 | 1.5 | 1.6
34 | Cc1cccc(OCc2n[nH]c(=S)n2-c2ccccc2)c1 | 29 | 4 | 5 | 13 | 0.2 | -11 | 0.0 | 0.3 | -1.6
35 | Cc1nnc(SCC(=O)Nc2c(Cl)cccc2Cl)[nH]c1=O | 3 | -2 | -3 | 2 | 1.7 | 3 | 0.1 | 0.9 | 1.5
36 | Cc1ccc2[nH]c(=O)c(COC(=O)c3cccs3)cc2c1 | -10 | -21 | 2 | 4 | 1.3 | -19 | 1.2 | 0.1 | 1.9
37 | CCOC(=O)CNS(=O)(=O)CCN1C(=O)c2ccccc2C1=O | -32 | 1 | 0 | 1 | -1.1 | -17 | 0.4 | 0.8 | 2.9
38 | O=C(CNS(=O)(=O)c1ccccc1F)Nc1ccc(N2CCOCC2)cc1 | -31 | -17 | -5 | 0 | 0.4 | 5 | -1.1 | 1.2 | 1.7
39 | COCCNC(=O)C(C)Oc1ccccc1 (configuration not stated) | 7 | -6 | -3 | -4 | 1.2 | -11 | 1.6 | 1.2 | -0.4
40 | N#C/C(=C(/O)CSc1ccccc1C(=O)O)c1nc2ccccc2s1 | 15 | 10 | -2 | 2 | 0.0 | 25 | 0.2 | 0.0 | 0.4

For convenience, part of the list above:
# | Molecule | EP2 modulator | S1P4 antagonist | Ba/F3 V617F tox | BaF3 tox | PERK inh | Calpain2 inh | zfTRPN1 agonist | TRPML3 agonist | S1P4 agonist
21 | Cc1ccc(-c2nc3ccccc3c(=O)n2NC(=O)COc2ccccc2)cc1 | 39 | -8 | 0 | 6 | 0.8 | -9 | 1.6 | 0.2 | 2.2
22 | O=C(NC(=Nc1nc2ccccc2o1)NC(=O)c1ccccc1)c1ccccc1 | 29 | 8 | -1 | 0 | -0.3 | -67 | 0.4 | 1.0 | 2.2

(listing goes on)
# | Molecule | EP2 modulator | S1P4 antagonist | Ba/F3 V617F tox | BaF3 tox | PERK inh | Calpain2 inh | zfTRPN1 agonist | TRPML3 agonist | S1P4 agonist
41 | Fc1ccccc1-c1[nH]ncc1-c1nnnn1-c1ccccc1 | -25 | 9 | -1 | 0 | 1.5 | 5 | 1.0 | 0.3 | 0.5
42 | CCOC(=O)COc1ccc(Br)cc1/C=C\c1[nH]c(=O)[nH]c(=O)c1[N+](=O)[O-] | 17 | -16 | -1 | 4 | 0.3 | 14 | 0.2 | 0.2 | 0.2
43 | CCCC(C)C(=O)Nc1ccc(S(=O)(=O)Nc2nccc(C)n2)cc1 (configuration not stated) | 10 | -22 | -1 | 5 | 1.8 | -6 | 0.4 | 0.5 | 1.3
44 | CCN(CC)CCNC(=O)c1cn(C)c2ccc(S(=O)(=O)N(C)C3CCCCC3)cc2c1=O | -19 | -16 | -4 | 8 | 1.3 | 7 | 1.6 | -0.2 | 0.6
45 | CC(C)Nc1nc(Cl)nc(NCCOc2ccccc2)n1 | -13 | 0 | -2 | 7 | 0.6 | -5 | -2.5 | 0.3 | -0.2
46 | CCOc1cc(S(=O)(=O)NCc2ccco2)c(OCC)cc1-n1cnnn1 | -5 | -17 | 1 | 3 | -0.7 | -74 | -0.6 | 0.1 | -1.1

Arranged by value in S1P4 antagonist (high to low): seven from the list above
| item | structure | S1P4 antagonist |
| --- | --- | --- |
| 24 | O=C(CSc1nc2ccccc2s1)Nn1cnnc1 | 12 |
| 7 | CCOC(=O)C1=C(CC)Nc2ccccc2N=C1NC(=O)c1ccc(S(=O)(=O)N2CCOCC2)cc1 | 2 |
| 25 | COc1ccc(NC(=O)Cn2c(C(C)C)nc(C)cc2=O)cc1Cl | -4 |
| 9 | COc1ccc(C(C#N)N2N=C(c3ccccc3)CC2c2ccccc2)cc1OC (configuration not stated) | -8 |
| 4 | Cc1c(-c2ccccc2)[n+](=O)c(-c2ccco2)c(C)n1[O-] | -14 |
| 38 | O=C(CNS(=O)(=O)c1ccccc1F)Nc1ccc(N2CCOCC2)cc1 | -17 |
| 5 | CC(C)CNc1c(N)n(CC(C)C)c(=O)[nH]c1=O | -24 |
